Myeloid diff 2 = induction of myeloid progenitor differentiation, primary screen, cell-based, flow cytometry, MLPCN library | ER-HoxA9 myeloid progenitors, lysozyme-GFP differentiation | calls only at 10 µM | actives 1% (n = 360,000);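 active means normalized GFP-positive differentiation at or above the plate's own cutoff, the solvent-only control mean plus 3 SD; inconclusive means no clear call, values can overlap the other calls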;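 further: cells exposed to compound for four days before flow analysis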
NOD1 inhibition = NOD1 signaling inhibitors, primary screen, cell-based, luminescence, uHTS (AID 1578) | inhibition, % at 4 µM; hits with a dose series show EC50 in µM | actives 1% (n = 290,000) | NOD1-driven NF-kB luciferase reporter cells, luminescence; higher % means a stronger effect; in the data active means inhibition mostly above about 36%, no sharp cut-off; inactive means mostly below about 34%;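 further: HEK-293T reporter cells stimulated with the NOD1 agonist gamma-tri-DAP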
NTR1 agonist = agonists of NTR1, primary screen, imaging, U2OS cells, beta-arrestin-GFP, high content (AID 493036); NTR1-U2OS beta-arrestin-GFP spot imaging, agonist mode; activation, % at 20 µM; actives 0.17% (n = 330,000);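 active means activation at or above 40% of the spot to cytoplasm intensity ratio, with at least 20 cells analyzed; inconclusive means wells under 20 cells, flagged as cytotoxic or low count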;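 further: 0% = DMSO without peptide and 100% = 100 nM NTR1 peptide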
Target sequence (P30989 whole entry, looked up): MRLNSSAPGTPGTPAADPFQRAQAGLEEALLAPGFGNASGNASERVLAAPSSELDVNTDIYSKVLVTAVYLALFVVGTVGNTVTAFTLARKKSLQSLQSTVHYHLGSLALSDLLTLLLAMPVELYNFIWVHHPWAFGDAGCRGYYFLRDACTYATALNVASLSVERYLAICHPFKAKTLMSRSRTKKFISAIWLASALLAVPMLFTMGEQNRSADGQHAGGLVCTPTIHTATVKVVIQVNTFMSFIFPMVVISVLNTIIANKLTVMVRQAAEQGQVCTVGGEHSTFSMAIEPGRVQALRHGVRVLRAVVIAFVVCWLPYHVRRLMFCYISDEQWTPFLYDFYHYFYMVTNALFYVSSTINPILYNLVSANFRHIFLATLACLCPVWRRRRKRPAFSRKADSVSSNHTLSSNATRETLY
KOR beta-arrestin-1 = KOR antagonists, beta-arrestin recruitment, cell-based, luminescence, uHTS (AID 1778); inhibition, % at 10 µM, or IC50 in µM where a hit was titrated; Kappa-type opioid receptor (Homo sapiens); KOR beta-arrestin recruitment, luminescence, antagonist mode; higher % means a stronger effect; actives 0.091% (n = 290,000); further: strong numbers were not always called active
GPR55 antagonists = GPR55 antagonists blocking LPI-driven arrestin recruitment, primary screen, imaging, U2OS, beta-arrestin-GFP, LPI agonist (AID 2013) | U2OS GPR55 beta-arrestin-GFP translocation imaging, LPI antagonism; higher % means a stronger effect | inhibition, % at 10 µM; hits with a dose series show IC50 in µM | actives 0.13% (n = 290,000);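 active means spots per cell inhibited over 60%, with over 100 cells counted and total cytoplasm intensity under 500,000; inconclusive means wells with under 100 cells, flagged as likely toxic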;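 further: U2OS cells stably carrying GPR55 and arrestin-GFP stimulated by 5 µM LPI near EC80; imaged beta-arrestin-GFP aggregate spots per cell after agonist stimulation; plate controls were LPI-stimulated DMSO wells for no effect and DMSO wells without LPI for full effect; some results filed as inactive read as strong as hits; confirmed hits need IC50 under 10 µM and bright autofluorescent wells are also inconclusive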
T cell HTS = modulators of CD8 T cell-vesicle binding, primary screen, mouse 2C CD8+ T cells, flow cytometry; 2C CD8+ T cell-vesicle binding; stronger effect = lower value; calls only at 7 µM; actives 0.068% (n = 330,000); AID 2052, 2009;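 active means response, share of CD8 T cells binding vesicles, and their 90th percentile fluorescence all below set limits, cut at about 80% in these data, passing the limit was not always enough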
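Material: murine 2C transgenic CD8+ T lymphocytes / Also added: QL9-peptide-loaded Drosophila micro-vesicles bearing Ld, ICAM-1 and B7-1 / Schedule: binding step 1.5 h, 37 °C, antibody labelling 20 min, ice / Signal: flow cytometry, PE anti-B7-1 (FL2) versus Alexa647 anti-CD8 (FL8), PFA-fixed / Evaluation: percent CD8+ FL2 mean versus row control / Benchmarks: naked versus QL9-loaded vesicles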
HEK293 NOD2/NF-kB = NOD2 signaling inhibitors, cell-based, luminescence, uHTS, HEK293 (AID 1566); actives 0.63% (n = 290,000); inhibition, % at 4 µM, or EC50 in µM where a hit was titrated; HEK293 NOD2/NF-kB luciferase reporter, luminescence; higher % means a stronger effect; further: many of its hits are not listed in these tables
KOR beta-arrestin-2 = KOR agonists, beta-arrestin recruitment, primary screen, cell-based, luminescence, uHTS (AID 1777) | Kappa-type opioid receptor (Homo sapiens) | KOR beta-arrestin recruitment, luminescence; higher % means a stronger effect | activation, % at 10 µM; hits with a dose series show EC50 in µM | actives 0.02% (n = 280,000); in the data active means activation above about 50%, passing the limit was not always enough; further: a part of the inactive calls stands beside numbers as strong as those of hits
GPR55 activation = GPR55 agonists via beta-arrestin recruitment, primary screen, imaging, U2OS cells, beta-arrestin-GFP redistribution (AID 1961); G-protein coupled receptor 55 (Homo sapiens); U2OS GPR55 beta-arrestin-GFP redistribution imaging; higher % means a stronger effect; activation, % at 10 µM; hits with a dose series show EC50 in µM; actives 0.048% (n = 290,000);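 active means activation above 40% with more than 50 cells counted in the well; inconclusive means wells holding fewer than 50 cells, flagged as toxic or sparse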;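 further: U2OS osteosarcoma cells stably expressing GPR55 and beta-arrestin-GFP; plate controls were DMSO negative control for no effect and LPI positive control for full effect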
T cell HTS vesicle-bound % = recorded beside T cell HTS, whose call it bears; double positive events, %; measured here: CD8+ vesicle-bound cell fraction;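 binding gate set so that unloaded-vesicle control wells show 10% double positive cells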
NTR1 agonist cell count 20 µM = further read-out of NTR1 agonist, marked with its call; cell count; measured here: cell count, cytotoxicity flag
Myeloid diff 2 GFP+ MAC1+ % = also measured in Myeloid diff 2; calls as there; GFP+ MAC1+ double positive, %; measured here: differentiation confirmed by MAC1 staining
Starred values were filed as active, the others as inactive; i = inactive; ? = inconclusive; · = no result given; + = active, no number; [ ] = another dose, or the depositor's remark. Unless noted, no stated cut-off is given here; in the data, active means inhibition above about 50%; inactive means the rest. Only part of the results is shown (hit frequency here may not be typical).

The line under a structure holds: Myeloid diff 2	Myeloid diff 2 GFP+ MAC1+ %	NOD1 inhibition	NTR1 agonist	NTR1 agonist cell count 20 µM	KOR beta-arrestin-1	GPR55 antagonists	T cell HTS	T cell HTS vesicle-bound %	HEK293 NOD2/NF-kB	KOR beta-arrestin-2	GPR55 activation
- O=C(c1ccc(Cl)nc1)N1CCc2ccccc2C1
 : i	0.8	-4.5%	1.0	36	-12.1%	-5.8%	i	48.0	6.4%	0.1%	-0.1%
- Cc1cc(N2C(=O)C3C4c5ccccc5C(c5ccccc54)C3C2=O)no1 (configuration not stated)
 : i	0.6	15.5%	-1.2	83	-16.1%	6.0%	i	29.2	8.8%	5.1%	-0.2%
- COc1ccc(N2CCN(C(=O)c3ccc(NS(=O)(=O)c4cccs4)cc3)CC2)cc1
 : i	0.2	-1.3%	0.4	49	10.5%	3.5%	i	51.7	-0.6%	-3.3%	-0.4%
- Cc1c(S(=O)(=O)NCCc2ccccc2)c(=O)n(C)c(=O)n1C
 : i	0.5	-1.5%	2.9	67	-20.3%	4.3%	i	43.3	14.7%	-0.5%	-0.1%
- Cc1cc(C)c(NS(=O)(=O)c2c(C)noc2C)c(C)c1
 : i	1.4	5.5%	-0.6	53	-1.3%	9.0%	i	28.6	4.0%	-6.3%	-0.2%
- COc1ccc(-n2nc(C(N)=O)nc2-c2ccccc2)cc1
 : i	0.3	-8.0%	-0.3	59	-38.3%[20 µM]	-0.5%	i	37.9	6.4%	-0.9%	-0.1%
- O=C(CN1C(=O)NC2(CCCCCC2)C1=O)Nc1ccc2c(c1)CCC2
 : i	0.3	-25.4%	1.7	45	10.8%	13.8%	i	60.6	-2.7%	-4.1%	-0.3%
- Cc1ccc(C)n1-c1ccc(-c2ccn[nH]2)cc1
 : i	0.6	-51.8%	0.5	66	-23.0%	5.3%	i	48.8	-16.8%	1.3%	-0.3%
- O=C(NCCCN1CCOCC1)c1cc2ccccc2oc1=O
 : i	0.3	-14.0%	0.1	94	-0.6%	13.2%	i	32.7	8.8%	0.9%	0.0%
- CN(C)S(=O)(=O)CC12CCC(CC1=O)C2(C)C (configuration not stated)
 : i	0.4	-17.6%	-1.4	64	21.2%	5.4%	i	56.9	-3.3%	0.9%	0.2%
- COc1cccc(-c2nc(-c3ccccc3)c(-c3ccccc3)[nH]2)c1OCC(=O)O
 : i	0.2	-38.4%	4.9	51	-45.4%[20 µM]	2.9%	i	55.6	18.8%	-5.3%	-0.2%
- FC(F)(F)c1nc(-c2ccncc2)ncc1-c1nnnn1-c1ccccc1
 : i	0.6	-1.1%	0.2	87	-28.7%	4.1%	i	62.4	14.0%	5.8%	0.0%
- COC(=O)C1=C(C)NC(C)=C(C(=O)OC)C1C(=O)OCC(=O)Nc1ccc(C(C)=O)cc1
 : i	0.5	-50.9%	-1.0	54	-11.8%	0.1%	i	43.6	8.8%	-0.3%	0.4%
- CCn1cc(C(=O)N2CCc3ccccc32)c(=O)c2cc(S(=O)(=O)N(C)C3CCCCC3)ccc21
 : i	0.8	7.2%	0.1	52	7.7%	14.0%	i	5.2	3.9%	0.2%	-0.1%
- COC(=O)c1sccc1NC(=O)c1ccc(C)o1
 : i	0.2	18.2%	-2.7	71	-29.3%	0.5%	i	29.4	-22.2%	2.4%	-0.1%
- CCCN1C(=O)/C(=C\C=C2/Sc3ccccc3N2CCO)SC1=S
 : +	3.5*	-13.1%	-0.6	39	17.8%	-3.4%	i	42.0	7.1%	-7.3%	0.2%
- Cn1c(Cc2nc(-c3cnccn3)no2)nnc1SCC(=O)Nc1ccccc1
 : i	0.7	10.2%	-0.4	60	-6.0%	-5.7%	i	15.0	-6.2%	2.7%	0.0%
- OCCN(Cc1ccccc1)Cc1ccc(Cl)cc1Cl
 : i	0.6	-33.5%	6.1	58	-31.9%	26.6%	i	4.8	0.1%	3.9%	-0.1%
- CC(Cc1ccccc1)NC(=O)c1cc([N+](=O)[O-])ccc1Cl (configuration not stated)
 : i	0.8	-3.0%	1.2	65	28.5%	-3.4%	i	12.3	10.8%	9.7%	-0.1%
- COc1ccc(C(C(=O)NCC2CCCO2)N(C(=O)CNC(=O)c2cccs2)c2ccccc2C)cc1OC (configuration not stated)
 : i	0.2	-34.3%	0.3	54	-17.7%[20 µM]	20.3%	i	60.2	11.1%	·	-0.1%
- C=CCNC(=O)c1ccccc1NC(=O)Cc1ccccc1[N+](=O)[O-]
 : i	0.4	29.6%	0.3	54	-2.0%	4.5%	i	45.4	21.5%	-0.7%	0.5%
- Cc1cc(C(=O)OCC(=O)Nc2ccccc2[N+](=O)[O-])c2ccccc2n1
 : i	0.3	-33.4%	-1.9	66	-16.5%	6.1%	i	14.4	-2.8%	2.0%	-0.2%
- c1ccc(-c2ccc(SCc3cccnc3)nn2)nc1
 : i	0.1	-34.7%	-1.4	55	-5.8%	2.1%	i	6.5	-42.8%	-2.5%	0.0%
- CN1CCC(C2(O)c3ccccc3CSc3sccc32)CC1 (configuration not stated)
 : i	0.5	4.9%	-0.6	57	11.2%	14.2%	i	42.7	13.9%	-4.4%	-0.2%
- COc1ccc(-c2nnn(CC(=O)N(Cc3cccs3)C(C)C(=O)NC3CCCC3)n2)cc1OC (configuration not stated)
 : +	10.8*	8.3%	0.7	81	22.7%	4.7%	i	52.0	10.5%	-1.4%	0.3%
- CN(C)CCCN(C(=O)c1ccco1)c1nc2c(F)cccc2s1
 : i	0.6	-39.8%	-1.0	62	-0.2%	-0.6%	i	39.4	7.5%	-1.0%	-0.3%
- COc1cc(OC)cc(C(=O)Nc2ccc3nc4n(c(=O)c3c2)CCCCC4)c1
 : i	0.0	-65.6%	5.3	82	-10.7%	10.9%	i	55.7	-30.4%	-2.8%	-0.3%
- CNC(=O)CN(c1cc(C)ccc1OC)S(=O)(=O)c1ccc(C)cc1
 : i	0.4	-28.4%	-0.1	76	18.0%	-5.8%	i	8.7	-9.7%	-4.8%	-0.1%
- Cc1cc(C)n(CC(=O)n2c3ccccc3c3ccccc32)n1
 : i	0.8	-44.7%	-0.4	41	5.7%	-2.5%	i	11.3	-0.6%	-4.0%	-0.2%
- Cn1ccnc1C(OC(=O)c1ccccc1)C(F)(F)F (configuration not stated)
 : i	0.6	-10.7%	-0.4	65	-33.9%	0.1%	i	37.0	-13.1%	0.0%	-0.1%
- Cc1cc(NC(=O)CSc2nnc(-c3ccccc3)n2C)no1
 : i	0.7	-30.4%	-0.8	88	7.0%	13.8%	i	60.4	3.4%	-0.5%	-0.1%
- CCn1c(CCCc2ccc(OC)c(C)c2)n[nH]c1=S
 : i	0.5	35.5%	1.8	53	-53.7%[20 µM]	-13.9%	i	18.8	24.5%	-0.7%	-0.1%
- COc1ccc(OC)c(C(=O)c2ccc(C(=O)Nc3ccccc3)cc2)c1
 : i	0.4	-30.7%	1.9	51	-2.4%	4.1%	i	35.4	-11.0%	26.7%	0.3%
- O=C(Cc1ccc(O)cc1)N/N=C/c1cccs1
 : i	1.4	-33.1%	-1.0	56	-20.1%	3.3%	i	12.4	2.7%	9.4%	-0.1%
- NCC(c1ccccc1)(c1ccccc1)c1ccccc1
 : i	1.4	-1.3%	1.5	38	2.8%	18.0%	i	26.4	6.6%	18.1%	-0.3%
- CC(C)(C)OC(=O)N1CCCC1C(=O)N1CCCC1C(=O)N1CCCC1C(=O)O (configuration not stated)
 : i	0.6	3.3%	·	·	19.7%	7.2%	·	·	8.1%	-6.5%	-0.3%
- CCCCN(CC(O)COc1cccc(C)c1)CC(O)COc1cccc(C)c1 (configuration not stated)
 : i	2.8	-18.2%	14.3	46	-2.1%	10.0%	i	19.3	12.4%	0.7%	-0.1%
- CC12CCC(=O)N1C(C(=O)Nc1cccc(F)c1)CS2 (configuration not stated)
 : i	1.4	-58.4%	0.1	53	12.0%	8.1%	i	8.0	-0.1%	-5.7%	-0.1%
- O=C(CNC(=S)NC(=O)c1ccco1)c1ccccc1
 : i	0.6	14.4%	2.0	68	-32.1%	-3.6%	i	51.7	-36.4%	4.7%	-0.1%
- COC(=O)c1sc2nc(CN3CCN(c4ccc(OC)cc4)CC3)[nH]c(=O)c2c1C
 : i	0.2	2.6%	3.2	46	-9.3%	-9.6%	i	46.2	10.7%	-3.2%	-0.3%
- O=C(NCCc1ccccc1)c1ccc(-c2ccc(F)cc2)o1
 : i	0.5	-35.6%	0.9	45	17.8%[20 µM]	?	i	46.5	-0.8%	-3.8%	-0.1%
- O=C(CC1C(=O)NCCN1Cc1c(F)cccc1Cl)NC1CCCC1 (configuration not stated)
 : ·	·	-15.2%	0.0	53	-15.9%	4.9%	i	25.3	7.5%	-2.9%	-0.2%
- Cn1c(Cc2csc(N)n2)nnc1SCC(=O)NC1CCCCC1
 : i	0.5	-13.5%	0.5	71	-29.0%	-6.9%	i	17.0	0.4%	-6.8%	-0.3%
- O=C(NCc1ccccc1)C1=C[C@H](C2CCCCC2)C[C@H](OCc2ccc(CO)cc2)O1
 : i	1.2	-34.2%	14.5	94	4.3%	3.6%	i	29.6	25.7%	-1.3%	-0.1%
- O=C(NCCNC(=O)c1ccc(Cl)cc1Cl)c1cnccn1
 : i	0.9	-16.8%	-0.8	51	-4.3%	-14.5%	i	37.7	-1.2%	0.8%	0.0%

Source: PubChem BioAssay (several laboratories)
